Screens as filed in PubChem BioAssay.
HttQ103 aggreg: qHTS Multiplex Assay to Identify Dual Action Probes in a Cell Model of Huntington: Aggregate Formation (GFP). PC12 HttQ103-GFP aggregates, Acumen cytometry, 40 h. Potency, µM (series often up to 46.1 µM), without a hit: top-dose activity change, negative = inhibition, actives largely listed as inhibitors. 220,000 tested, 1.1% active. AID 1688, 2009; also: potency is read from the fitted curve at half-maximal effect; % is scaled to controls: 0 for no effect and ±100 for the full control effect; nearly all actives have a fitted effect of over 60% in size
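Steps: seed 1500 PC12 HTTQ103-GFP cells/well; add tebufenozide, 100 nM final; add compound titration; add ATPLite reagent; quantify GFP aggregates by laser scanning cytometry.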
GAA glycogen mod: qHTS Assay for Inhibitors and Activators of Human alpha-Glucosidase Cleavage of Glycogen | 300,000 tested, 0.38% active | recombinant GAA, glycogen substrate, Amplex Red glucose oxidase fluorescence | Potency, µM (highest dose often 76.4 µM), for the others: at the highest dose activity change, negative = inhibition, hits mostly inhibitors | Lysosomal alpha-glucosidase (Homo sapiens), P10253;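 also: potency is read from the fitted curve at half-maximal effect; 0% = full enzyme reaction and -100% = no-enzyme basal signal; the screen sought inhibitors and activators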
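Recombinant human enzyme (4 nM); glycogen substrate; 37 C, 40 min, pH 5.0. Readout: coupled glucose oxidase/Amplex Red fluorescence.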
CBFb RUNX1 block: qHTS Assay for Compounds Blocking the Interaction Between CBF-beta and RUNX1 for the Treatment of Acute Myeloid Leukemia; Runt-related transcription factor 1 (Homo sapiens) + Core-binding factor subunit beta …; AlphaScreen CBFb-His/RUNX1-biotin binding, biochemical; Potency, µM (top dose mostly 59.8 µM), for the others: at the top dose activity, negative = inhibition, most hits filed as inhibitors; 230,000 tested, under 10 active; AID 1477, 2009; also: % of control where 0% means no effect
Target sequence (Q01196 whole entry, looked up): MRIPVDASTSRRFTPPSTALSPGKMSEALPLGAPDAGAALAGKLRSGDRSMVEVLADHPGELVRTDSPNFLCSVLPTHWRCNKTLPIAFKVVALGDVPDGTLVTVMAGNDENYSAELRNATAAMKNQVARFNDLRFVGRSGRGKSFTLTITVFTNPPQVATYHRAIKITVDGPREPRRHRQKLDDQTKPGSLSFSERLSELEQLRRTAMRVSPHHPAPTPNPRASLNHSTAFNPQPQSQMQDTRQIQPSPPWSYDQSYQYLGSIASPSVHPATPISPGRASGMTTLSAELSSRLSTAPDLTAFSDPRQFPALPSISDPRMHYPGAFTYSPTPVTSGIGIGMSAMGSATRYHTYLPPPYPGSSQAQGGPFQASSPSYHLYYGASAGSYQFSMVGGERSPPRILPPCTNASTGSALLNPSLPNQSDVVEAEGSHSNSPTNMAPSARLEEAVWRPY
Target sequence (Q13951 whole entry, looked up): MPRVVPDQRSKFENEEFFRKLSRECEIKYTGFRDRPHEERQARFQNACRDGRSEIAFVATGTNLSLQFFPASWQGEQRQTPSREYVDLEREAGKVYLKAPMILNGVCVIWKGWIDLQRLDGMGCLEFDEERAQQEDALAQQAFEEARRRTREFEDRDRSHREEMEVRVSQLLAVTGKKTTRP
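His-tagged CBF-beta and biotinylated RUNX1 (30 nM each) were premixed 20 min at room temperature, exposed to compound for 15 min, then given nickel-chelate and streptavidin AlphaScreen beads (50 ng each). After 90 min, AlphaScreen signal was read.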
LMNA splice mod: qHTS Assay for Modulators of Lamin A Splicing; 200,000 tested, 0.01% active; Potency, µM (highest dose often 46.1 µM), for inactives: top-dose ratio change, negative = inhibition, most hits filed as inhibitors; HeLa LMNA splicing GFP/RFP minigene ratio, 48 h; active = well fitted inhibition curve with a large enough effect in the signal ratio, with a control signal flat, not every such curve was filed as active; inconclusive = small, poorly fitted or top-dose-only effect, or effect the other way, or a change in a side signal; the % refers to the signal ratio; also: potency is read from the fitted curve at half-maximal effect; % is scaled to controls: 0 for no effect and ±100 for the full control effect
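S3 HeLa stable clones carrying a lamin A-EGFP splicing minigene plus DsRed2 were seeded at 600 cells/well in Opti-MEM with 2% FBS, pin-dosed and incubated 48 h at 37°C. Acumen cytometry (488 nm) gave the GFP/RFP total-intensity ratio.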
GAA spleen mod: qHTS Assay for Inhibitors and Activators of Human alpha-Glucosidase From Spleen Homogenate. 240,000 tested, 0.006% active. AID 2112, 2009. Lysosomal alpha-glucosidase (Homo sapiens), P10253. human spleen homogenate, 4-MU-alpha-glucoside fluorescence. Potency, µM (highest dose often 79.9 µM), for the others: at the top dose activity change, negative = inhibition, usual class: inhibitors;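 also: potency is read from the fitted curve at half-maximal effect; 0% = enzyme with vehicle and -100% = no enzyme basal signal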
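Human spleen homogenate (1 ug) with 4-methylumbelliferyl-alpha-D-glucopyranoside (1 mM final) in 50 mM citrate/phosphate pH 5.0, 0.01% Tween-20; 40 min at 37 C. Stopped at pH 10; 4-MU fluorescence Ex 365/Em 440 nm; AC50 by Hill fit.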
HTT cytoprotect: qHTS Multiplex Assay to Identify Dual Action Probes in a Cell Model of Huntington: Cytoprotection (ATP); PC12 HTT-Q103 induced, cytoprotection, ATP luminescence, 40 h; Potency, µM (highest dose often 56.4 µM), without a hit: cytoprotection (ATP increase), actives largely listed as activators; 230,000 tested, 0.14% active;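 also: potency is read from the fitted curve at half-maximal effect; % of control where 0% means no effect; nearly all actives have a fitted effect of over 45% in size; toxic huntingtin expression switched on by the ecdysone agonist tebufenozide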
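Rat PC12, Q103 Htt exon1-GFP fusion, ecdysone promoter; tebufenozide inducer 100 nM final; compound titration; qHTS, 1500 cells/well; ATPlite luminescent read.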
GAA inhib: qHTS Assay for Inhibitors of Human alpha-Glucosidase as a Potential Chaperone Treatment of Pompe Disease | Potency, µM (highest dose often 76.9 µM), for inactives: at the highest dose activity change, negative = inhibition, hits mostly inhibitors | purified human GAA, 4-MU-alpha-glucoside fluorescence | 200,000 tested, 0.005% active;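 also: potency is read from the fitted curve at half-maximal effect; plate controls were uninhibited enzyme wells for no effect and no-enzyme background for full effect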
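Endpoint fluorogenic read: 20 min room-temperature reaction of 4 nM human alpha-glucosidase with 400 uM 4-methylumbelliferyl-alpha-D-pyranoside, pH 5.0, quenched with 1M NaOH/1M glycine pH 10. AC50 from Hill modeling.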
The depositor's hits bear a star; ? = inconclusive; . = no result given; [ ] = dose if it differs, or a comment. Unless noted, calls follow the shape of the dose curve; as a rule, active = well fitted curve in the direction sought with a large enough effect; inconclusive = small, poorly fitted or top-dose-only effect, or another doubt; inactive = no such curve, though single readings can be large; an effect the other way counts as inactive or inconclusive.

#	compound	HttQ103 aggreg	GAA glycogen mod	CBFb RUNX1 block	LMNA splice mod	GAA spleen mod	HTT cytoprotect	GAA inhib
1	O=c1c(N2CCOCC2)nsn1Cc1ccccc1	-8.6%[9.22 µM]	-11.0%	1.0%	6.4%	3.2%	-4.0%	-11.6%
2	COc1cccc(C(=O)CSc2nc3ccccc3n2CC(=O)N2CCOCC2)c1	-4.5%	2.5%	2.5%	-15.7%	-0.6%	-28.4%	-3.7%
3	Cc1ccccc1N1CCN(S(=O)(=O)c2ccc3oc(=O)ccc3c2)CC1	10µM*	-11.9%	9.4%	-17.8%	-7.4%	1.7%[10 µM]	-5.5%
4	Cc1ccc(-c2nc(SCC(=O)NCC3CCCO3)c(-c3ccccc3)[nH]2)cc1 (stereo not drawn)	-27.1%	-3.8%	0.0%[2.36 µM]	-10.1%	7.5%	.	2.0%
5	NC(=O)Cc1ccc(Nc2nnc(-c3ccc(O)cc3)c3ccccc23)cc1	?	-5.2%	0.2%	-16.3%	-7.2%	1.2%[10 µM]	-6.5%
6	Cc1ccc(-n2nnnc2SCC(=O)NCCC2=CCCCC2)c(C)c1	-18.2%	-0.7%	10.3%	?	-1.6%	1.9%	-6.5%
7	Cn1c(CNc2ccccn2)c(C#N)c2ccccc21	-23.8%	1.6%	-4.2%	-13.7%	-19.0%	6.3%[1.9 µM]	-4.9%
8	CC(Sc1nnc(Cc2ccc([N+](=O)[O-])cc2)o1)C(N)=O (stereo not drawn)	7.6%	7.2%	-1.9%	4.4%	-17.9%	-1.9%	6.6%
9	CCOCCCn1c(=N)c(C(=O)NCc2ccc3c(c2)OCO3)cc2c(=O)n3ccccc3nc21	?	11.6%	-8.6%	12.6%	-2.2%	-37.4%[0.074 µM]	0.9%
10	Cc1cc(C)c(NC(=O)CCn2nnc3ccccc32)c(C)c1	-2.0%[9.22 µM]	-1.5%	7.4%	?	-0.1%	1.1%[10 µM]	8.6%
11	O=C(CN1C(=O)c2ccccc2S1(=O)=O)NCc1ccc2c(c1)OCO2	-6.5%	-17.8%	-3.2%	-14.6%	-2.3%	-7.2%[10 µM]	-1.1%
12	Cc1cccnc1NC1OC(=O)c2ccccc21 (stereo not drawn)	4.3%	-3.6%	2.8%	-1.9%	-5.4%	18.6%	?
13	Cc1cccc2nc(=S)n(C(=O)c3ccco3)n12	13.4%	-5.3%	2.0%	7.4%	0.2%	-48.9%[inhibitor][10 µM]	3.2%
14	Cc1ccsc1/C=C1/SC(N2CC(C)OC(C)C2)=NC1=O (stereo not drawn)	?	0.0%	-1.1%	-1.6%	3.6%	-21.0%[10 µM]	-14.4%
15	COC(=O)c1scc(C)c1N/N=C(\C)c1cc(F)c(Cl)cc1F	6.9%	5.8%	0.9%	0.8%	-1.4%	-4.8%	-2.9%
16	O=C(NCC1COc2ccccc2O1)Nc1ccccc1F (stereo not drawn)	-9.6%	-8.8%	2.2%	3.7%	-4.3%	-21.9%	-1.8%
17	COC(=O)C(N)Cc1ccc(Cl)cc1 (stereo not drawn)	.	.	6.9%	?	-7.3%	.	.
18	O=S(=O)(c1cccc(-c2nc3n(n2)Cc2ccccc2-3)c1)N1CCCC1	-6.7%	5.6%	-0.2%	-2.6%	-2.6%	-44.4%	-14.3%
19	O=c1cc(O)nc(SC23CC4CC(CC(C4)C2)C3)[nH]1	-10.2%	1.6%	-2.6%	9.5%	0.4%	-25.3%[0.074 µM]	1.6%
20	C=CCC(C(=O)OC)(C(=O)OC)c1ccc([N+](=O)[O-])cn1	4.1%	3.0%	-2.7%	0.0%	-8.9%	-7.5%	8.9%
21	Cc1cc(C(=O)OCC(=O)Nc2cccc(S(=O)(=O)N(C)C)c2)c(C)o1	-20.1%[9.22 µM]	3.0%	-1.4%	.	3.1%	-9.0%[10 µM]	.
22	CC(C)CCC(C(=O)O)C(C)CC(=O)Nc1ccn(-c2ccccc2)n1 (stereo not drawn)	-6.4%[9.22 µM]	6.3%	9.9%	.	-11.9%	-4.9%[10 µM]	.
23	COC(=O)c1c(NC(=O)c2ccc(OC(C)C)cc2)sc2c1CC(C)(C)NC2(C)C	0.6%[9.22 µM]	-3.3%	12.5%	.	5.6%	-22.6%[10 µM]	.
24	COc1ccccc1NC(=O)CN1C(=O)NC(C)(C)C1=O	-7.3%	2.2%	5.0%	6.3%	-2.5%	-9.1%	-2.4%
25	Cc1cc(NC(=O)C2CC2)n(-c2nc3ccccc3s2)n1	-12.7%	2.5%	8.2%	-9.0%[46 µM]	-4.3%	-13.9%[10 µM]	-0.8%
26	Cc1nc(NC(=O)c2ccccc2)sc1-c1csc(Nc2ccc(C(=O)O)cc2)n1	-26.1%[9.22 µM]	1.4%	1.2%	.	-2.6%	-2.3%[10 µM]	.
27	O=C(CCN1CCCCC1)Nc1cccc(Cl)c1	6.6%	2.1%	-1.9%	7.0%	-7.7%	-2.3%	-1.0%
28	O=C(/C=C/c1ccc2c(c1)OCO2)NCCSCc1cccc(Cl)c1	-31.0%	-15.0%	3.0%	8.5%	-5.8%	-47.0%[inhibitor]	-12.6%
29	CC(=O)N1CCN(Cc2nc3cc(NC(=O)c4ccccc4)ccc3n2C)CC1	22.5%	4.8%	5.3%	14.7%	1.6%	2.1%	-6.7%
30	N#CCCN(Cc1cccnc1)S(=O)(=O)c1ccc(S(=O)(=O)NC2CCCCC2)cc1	-0.1%	3.0%	5.2%	-2.5%	-21.6%	-8.2%[10 µM]	?

The closing 6 entries of the section above are carried over, then new ones follow.
#	compound	HttQ103 aggreg	GAA glycogen mod	CBFb RUNX1 block	LMNA splice mod	GAA spleen mod	HTT cytoprotect	GAA inhib
25	Cc1cc(NC(=O)C2CC2)n(-c2nc3ccccc3s2)n1	-12.7%	2.5%	8.2%	-9.0%[46 µM]	-4.3%	-13.9%[10 µM]	-0.8%
26	Cc1nc(NC(=O)c2ccccc2)sc1-c1csc(Nc2ccc(C(=O)O)cc2)n1	-26.1%[9.22 µM]	1.4%	1.2%	.	-2.6%	-2.3%[10 µM]	.
27	O=C(CCN1CCCCC1)Nc1cccc(Cl)c1	6.6%	2.1%	-1.9%	7.0%	-7.7%	-2.3%	-1.0%
28	O=C(/C=C/c1ccc2c(c1)OCO2)NCCSCc1cccc(Cl)c1	-31.0%	-15.0%	3.0%	8.5%	-5.8%	-47.0%[inhibitor]	-12.6%
29	CC(=O)N1CCN(Cc2nc3cc(NC(=O)c4ccccc4)ccc3n2C)CC1	22.5%	4.8%	5.3%	14.7%	1.6%	2.1%	-6.7%
30	N#CCCN(Cc1cccnc1)S(=O)(=O)c1ccc(S(=O)(=O)NC2CCCCC2)cc1	-0.1%	3.0%	5.2%	-2.5%	-21.6%	-8.2%[10 µM]	?
31	N=C(N)SCc1ccc(O)c([N+](=O)[O-])c1	-0.6%[9.22 µM]	9.3%	0.1%	.	1.0%	18.2%[10 µM]	.
32	CC(C)C(=O)N1CCC(c2nc(-c3ccc(S(=O)(=O)N4CCN(C)CC4)cc3)no2)CC1	.	10.9%	4.2%	.	10.5%	.	13.2%
33	Nc1nc(-c2ccc(F)cc2)cs1	16.6%[9.22 µM]	8.3%	3.1%	13.8%[46 µM]	-3.2%	9.7%[10 µM]	1.8%
34	Cc1ccc(N(CC(=O)Nc2ccc3c(c2)OCCO3)S(=O)(=O)c2c(C)noc2C)cc1	-13.1%	-9.2%	-2.6%	?	2.8%	-9.4%	-2.2%
35	COc1ccc(NC(=O)CCl)cn1	12.8%[9.22 µM]	-9.1%	13.3%	.	2.6%	-13.5%[10 µM]	.
36	Cc1ccc(/C=N/NC(=O)c2ccccn2)o1	-1.7%	-25.7%	-27.0%	-10.0%	-9.7%	6.4%[10 µM]	3.9%
37	O=C(N/N=C/c1ccc(Sc2ccccn2)o1)c1cc2ccccc2cc1O	-11.2%	-6.0%	-16.0%	?	-20.0%	0.7%[10 µM]	-15.0%
38	Cc1ccc(NC(=O)CN2CCC(C(=O)c3ccc(F)cc3)CC2)cc1	-4.7%	-1.9%	13.5%	-19.3%	-7.3%	9.2%[1.9 µM]	-2.0%
39	COc1ccc(S(=O)(=O)NCCc2nnc3ccc(SCc4cccnc4)nn23)cc1	-2.8%	-2.5%	2.9%	21.7%[46 µM]	-5.3%	-17.5%	-3.1%
40	O=C(COC(=O)c1cccs1)Nc1ccccc1	15.0%	-8.4%	0.8%	-0.2%	1.0%	1.3%	-4.0%
41	Cc1ccc2nc3sc(C(=O)Nc4c(C)[nH]c(=O)[nH]c4=O)c(N)c3cc2c1	-28.9%	0.4%	-3.6%	-8.6%	0.3%	5.4%[10 µM]	8.0%
42	COc1ccc(C(=O)NCc2nnc(SCC(=O)N3CCC(C)CC3)o2)cc1OC	5.9%	-3.8%	-1.9%	-3.5%	3.9%	-17.7%	-3.6%
43	CCOC(=O)Cc1csc(NC(=O)CSc2nc3cccnc3n2CC)n1	5.7%	-6.9%	1.7%	14.6%	-1.3%	-31.0%	4.5%
44	CCn1c(COc2ccc(C)cc2)nnc1SCc1nc2ccccc2[nH]1	13.9%	-15.1%	5.0%	16.5%	7.2%	-15.9%	2.8%
45	CCOC(=O)c1c(NC(=O)Cn2nnc(-c3ccccc3Cl)n2)sc(C)c1C	-0.2%	13.5%	-1.4%	10.6%	1.0%	10.2%	14.6%
46	COc1ccc(/C=N/NC(=O)C(Cc2c[nH]c3ccccc23)NC(=O)OCC(C)C)cc1[N+](=O)[O-] (stereo not drawn)	-3.9%	?	-7.1%	-0.2%	-28.7%	-13.7%	-0.8%
